tim23-1 inh = growth inhibitors of tim23-1 mutant yeast | 330,000 tested, 1.3% active | AID 463212 | inhibition, % at 20 µM | S. cerevisiae tim23-1 growth, BacTiter-Glo luminescence, 24 h;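 active = growth inhibition of the mutant yeast at or above 50%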;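 note: temperature-sensitive mutant grown at 25 °C; plate controls were DMSO-treated mutant yeast for no effect and medium wells lacking yeast for full effect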
APJ antag = APJ receptor antagonism; CHO-K1 APJ beta-arrestin complementation, luminescence; AID 2521; 330,000 tested, 0.32% active; inhibition, % at 20 µM;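 active = inhibition above about 40% at 20 µM, limit read from the data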;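 note: cells challenged with 10 nM apelin-13 agonist together with compound; plate controls were apelin-13 plus DMSO wells for no effect and DMSO wells lacking apelin-13 for full effect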
Target sequence (P35414 whole entry, looked up): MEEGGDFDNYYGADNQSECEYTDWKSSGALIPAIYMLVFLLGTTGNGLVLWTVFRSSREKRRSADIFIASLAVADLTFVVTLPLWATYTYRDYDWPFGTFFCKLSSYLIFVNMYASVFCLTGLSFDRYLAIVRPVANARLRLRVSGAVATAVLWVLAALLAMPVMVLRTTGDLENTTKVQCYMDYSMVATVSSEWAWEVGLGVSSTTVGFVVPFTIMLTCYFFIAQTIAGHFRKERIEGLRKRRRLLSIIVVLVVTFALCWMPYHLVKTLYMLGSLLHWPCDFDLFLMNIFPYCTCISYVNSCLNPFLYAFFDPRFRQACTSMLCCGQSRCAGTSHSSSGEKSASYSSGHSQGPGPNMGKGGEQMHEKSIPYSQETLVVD
UPR XBP1 act = adaptive UPR (XBP1) activation; CHO-XBP1 luciferase reporter, IRE1-XBP1 UPR activation, luminescence; percent of tunicamycin response, DMSO as zero; activation, % at 20 µM; 330,000 tested, 0.33% active; AID 463104;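 active = versus positive control, 20 µM dose yields 30% or more activation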;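 note: 100% = tunicamycin at 10 µg/mL and 0% = DMSO only wells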
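Material: CHO-XBP1 cells stably carrying IRE1-XBP1-driven luciferase reporter / Amount: 1000 cells per well / Compound: 20 µM, 1% DMSO / Times: 6 h treatment, 37 °C / Detection: luciferase luminescence / Measure: % activation of reporter signal versus tunicamycin and DMSO controls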
CXCR6 block = blocks human CXCR6 beta-arrestin recruitment; 360,000 tested, 0.36% active; CHO-K1 PathHunter CXCR6 beta-arrestin, luminescence; inhibition, % at 20 µM; O00574; in the data active = inhibition above about 34%, passing the limit was not always enough;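 note: antagonist mode with CXCL16 agonist at 10 nM final; 0% = 10 nM CXCL16 with DMSO and 100% = unstimulated wells without agonist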
Target sequence (O00574 whole entry, looked up): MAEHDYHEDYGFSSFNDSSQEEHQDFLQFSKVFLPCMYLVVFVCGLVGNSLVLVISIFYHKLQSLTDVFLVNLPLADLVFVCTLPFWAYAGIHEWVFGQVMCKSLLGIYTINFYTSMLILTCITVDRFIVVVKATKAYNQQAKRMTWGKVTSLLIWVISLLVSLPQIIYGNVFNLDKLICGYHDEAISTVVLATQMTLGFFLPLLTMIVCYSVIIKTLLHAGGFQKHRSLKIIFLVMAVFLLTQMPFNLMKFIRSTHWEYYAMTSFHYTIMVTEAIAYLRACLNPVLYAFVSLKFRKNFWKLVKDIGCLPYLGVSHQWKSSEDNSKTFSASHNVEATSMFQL
TIM10 inh = TIM10 yeast growth inhibition; S. cerevisiae TIM10 strain growth, BacTiter-Glo luminescence, 24 h; inhibition, % at 10 µM; 330,000 tested, 1.4% active; AID 463195;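 active = inhibition of 40% or more at the single tested concentration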;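 note: wild-type TIM10 isogenic control strain grown at permissive 25 °C; 0% = DMSO yeast wells and 100% = minimal medium wells without yeast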
Mdm2-MdmX inh = disrupts the human Mdm2-MdmX interaction. O15151+Q00987. SaOS-2 split-luciferase Mdm2/MdmX complementation, luminescence. inhibition, % at 8 µM. 330,000 tested, 3% active. AID 485346;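 active = inhibition of at least 50% at 8 µM in the primary screen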
CHOP UPR activ = apoptotic UPR (CHOP) activation. CHO-CHOP luciferase reporter, luminescence; percent of tunicamycin response over DMSO baseline. activation, % at 10 µM. 330,000 tested, 0.34% active;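 active = at 10 µM dose, activation of 40% or more, normalized to positive control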;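 note: 100% = tunicamycin at 10 µg/mL and 0% = DMSO alone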
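assay system = CHO CHOP reporter cells | amount = 500 CHO-CHOP cells per well | buffer or medium = F12 with 10% FBS | incubation = 16-18 h cell attachment, then 6 h compound exposure, 37 °C | detection = luminescence read with Steady-Glo | read-out = percent activation relative to tunicamycin control | controls = tunicamycin high control, DMSO low control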
APJ ag = APJ receptor agonism | CHO-K1 APJ PathHunter beta-arrestin, luminescence; 0% DMSO wells, 100% apelin | activation, % at 20 µM | 330,000 tested, 0.11% active;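 active = activation more than six SD over the plate average, tested at 20 µM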;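 note: 0% = DMSO alone and 100% = apelin-13 at 10 nM; some results filed as inactive read as strong as hits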
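Material: CHO-K1 APJ beta-arrestin complementation cell line; Input: cell density 1000 per well; Incubation: compound stimulation 90 min at 25 °C, detection 60 min; Signal: luminescence from split beta-galactosidase complementation, Galacton Star/Emerald II substrate; Controls: DMSO-only wells as negative, 10 nM Apelin-13 as positive control.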
tim10-1 inh = inhibits growth of tim10-1 mutant yeast; S. cerevisiae tim10-1 ts strain growth, BacTiter-Glo, 24 h; inhibition, % at 20 µM; 330,000 tested, 2.2% active; AID 463190;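 active = inhibition of at least 40%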;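 note: mutant grown at 25 °C; 0% = DMSO wells with yeast and 100% = wells holding no yeast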
Starred values were filed as active, the others as inactive; x = no result given. Some of the compounds tested (hit frequency here may not be typical).

SMILES | tim23-1 inh | APJ antag | UPR XBP1 act | CXCR6 block | TIM10 inh | Mdm2-MdmX inh | CHOP UPR activ | APJ ag | tim10-1 inh
Cc1cc(C)n2nc(SC(C)C(=O)NC3CCCCC3C)nc2n1 (stereo unspecified) | 17 | 19 | 1 | 2 | -6 | -19 | 2.7 | 10 | -2
CCCCCC(=O)Nc1ccccc1N1CCOCC1 | 17 | -30 | -5 | -8 | -1 | 4 | -0.4 | -2 | 9
CS(=O)(=O)N1CCC(C(=O)NCc2ccc(F)cc2)CC1 | 6 | 16 | -6 | -7 | 4 | 15 | -0.3 | 0 | 3
Cc1cc(NC(=O)c2cc(-c3ccncc3)nc3c(C)cccc23)no1 | 31 | -15 | 153* | 1 | 7 | 61* | 8.3 | -5 | 27
COC(=O)CN1C(=O)C(O)(CC(=O)c2cccc(Br)c2)c2ccccc21 (stereo unspecified) | 4 | 1 | -3 | -3 | 15 | 14 | -2.0 | 1 | 21
Cc1ccc(SCC(=O)N(C)CC(=O)Nc2cccc(F)c2)cc1 | 14 | 3 | -1 | -12 | -2 | -10 | -0.2 | -4 | 9
CCCCc1cc(=O)oc2cc(C)cc(OC(C)C(=O)NC(Cc3c[nH]c4ccc(O)cc34)C(=O)O)c12 (stereo unspecified) | -11 | -9 | -5 | -1 | 2 | 22 | -1.7 | 1 | -2
O=C(NNC(=O)c1nn(-c2ccc(F)cc2)ccc1=O)Nc1cccc(Cl)c1 | -9 | 11 | -3 | 10 | 0 | 13 | -1.3 | -1 | -10
Cc1sc2nc(CSCC(=O)Nc3ccccc3C#N)[nH]c(=O)c2c1C | 12 | 22 | 0 | 5 | 18 | -6 | -0.9 | 0 | 23
Cc1cc(C)cc(NC(=O)NC2CCCCCCC2)c1 | 35 | 9 | 0 | -1 | 32 | 27 | 1.7 | -10 | 15
C=CCn1c(=O)c(C(=O)Nc2ccc(C)cc2)c(O)c2ccccc21 | -5 | -23 | 1 | 0 | -11 | 10 | 6.9 | -1 | -9
O=C(C1=C[C@@H](c2ccc3c(c2)OCO3)C[C@@H](OCc2ccc(CO)cc2)O1)N1CCOCC1 | 18 | 25 | 1 | 2 | 6 | 17 | -1.7 | -3 | 9
CC(C)CCNC(=O)NC(=O)COC(=O)C1=COCCO1 | 11 | -9 | 1 | 9 | -15 | -7 | 1.0 | 11 | 2
CCC(CO)NCc1ccc2c(c1)n(C)c(=O)n2C (stereo unspecified) | -8 | 0 | -1 | 0 | 5 | 9 | -0.5 | -2 | -8
CCN(CC(=O)Nc1c(F)cccc1F)C(=O)/C=C/c1ccc2ccccc2n1 | 17 | 11 | -2 | 4 | 20 | -8 | 2.0 | 5 | 15
O=C(NNC(=O)C1CC2CCC1C2)c1sc2ccccc2c1Cl (stereo unspecified) | 18 | -6 | 1 | -5 | 0 | -72 | 10 | -1 | -8
Cc1oc(-c2ccccc2)cc1C(=O)Nc1ccccc1 | 23 | 9 | -3 | -12 | 18 | 8 | -1.2 | -2 | 13
O=c1c2ccccc2c(C=Nc2cccc(S(=O)(=O)NC3=NCCCCC3)c2)c(O)n1Cc1ccccc1 | 26 | 13 | 2 | 5 | 0 | 4 | 0.9 | 0 | 11
COc1ccc(NC(=O)c2sccc2-n2cccc2)cc1 | 13 | 2 | -1 | -3 | 6 | 15 | 0.1 | -3 | 17
Cc1oc(-c2cccs2)nc1CS(=O)CC(=O)NCCCOC(C)C (stereo unspecified) | 8 | 5 | 1 | 4 | -4 | 7 | -0.8 | -3 | 5

In the list so far, two have two or more sulfur atoms.
SMILES | tim23-1 inh | APJ antag | UPR XBP1 act | CXCR6 block | TIM10 inh | Mdm2-MdmX inh | CHOP UPR activ | APJ ag | tim10-1 inh
Cc1sc2nc(CSCC(=O)Nc3ccccc3C#N)[nH]c(=O)c2c1C | 12 | 22 | 0 | 5 | 18 | -6 | -0.9 | 0 | 23
Cc1oc(-c2cccs2)nc1CS(=O)CC(=O)NCCCOC(C)C (stereo unspecified) | 8 | 5 | 1 | 4 | -4 | 7 | -0.8 | -3 | 5

(cont.)
SMILES | tim23-1 inh | APJ antag | UPR XBP1 act | CXCR6 block | TIM10 inh | Mdm2-MdmX inh | CHOP UPR activ | APJ ag | tim10-1 inh
Cc1cc(NC(=O)CN2CCOCC2)n(-c2nc3ccccc3s2)n1 | 12 | 2 | 0 | x | 23 | 21 | 1.5 | -4 | 31
CC(=O)Nc1ccc(S(=O)(=O)N[C@@H](C)C(=O)N(C)Cc2cccs2)cc1 | 1 | -14 | -1 | 2 | -7 | 12 | -2.1 | 0 | 1
COc1ccc(CCNC(=O)CSc2nc(-c3ccc(OC)c(OC)c3)ccc2C#N)cc1 | 8 | -18 | -6 | 8 | 7 | 7 | -0.9 | 0 | 21
O=C(Nc1ccc(F)cc1)c1ccccc1 | -1 | 8 | 0 | -2 | 2 | 1 | 1.1 | 2 | -42
Cc1ccc(-c2ccc(CO)o2)cc1N | 1 | 14 | -1 | -3 | 0 | 9 | 0.8 | -1 | 0
COC(=O)C(C(=O)OC)C(C(=O)OC)C(C(=O)OC)C(=O)OC | -1 | 15 | -2 | -3 | -7 | 25 | -0.6 | -2 | 9
CCc1cccc(NC(=O)Cn2c3[n+](c4ccc(C(F)(F)F)cc42)CCCCC3)c1 | 1 | -5 | 1 | -7 | 6 | -23 | 2.4 | -3 | 4
Clc1ccc(-c2nc3n(n2)Cc2ccccc2-3)cc1 | 6 | 2 | -3 | 4 | 12 | -165 | -2.7 | 2 | 10
COc1ccc(NC(=O)COC(=O)CCc2nc3ccccc3c(=O)[nH]2)cc1Cl | 9 | -6 | -2 | -4 | 5 | 17 | -1.1 | -4 | 3
CCOC(=O)c1oc2cc(OCC(=O)OC)ccc2c(=O)c1-c1ccc(OC)c(OC)c1 | 22 | -13 | -2 | -4 | 9 | 6 | 1.4 | -2 | 18
OCCNC(=S)Nc1cc(Cl)cc(Cl)c1 | -2 | 12 | 2 | -13 | 5 | -1 | 1.6 | 0 | -1
O=C(Nc1nnc(Cc2ccccc2)s1)c1cnccn1 | 37 | 12 | -1 | 0 | 23 | 4 | 3.8 | -1 | 25
COc1ccc(/C=N/n2c(C)nc3c([nH]c4ccccc43)c2=O)cc1CN1CCCC(C)(C)C1 | 13 | 8 | 0 | 3 | -9 | 25 | -0.6 | -4 | 13
CCCC12CN3CCN(CC(C3)/C1=N\NC(=O)Nc1ccccc1)C2 | -6 | 0 | -3 | -11 | -19 | -32 | -0.2 | 7 | -6
Cc1csc(NC(=O)C2=NN(c3ccccc3)C(=O)CC2)n1 | 19 | 4 | 0 | -4 | 0 | 14 | -0.1 | -2 | 9
Cc1ccc(S(=O)(=O)N2CCCCC2)cc1NC(=O)C1CC1 | 1 | 20 | -2 | 0 | 4 | 3 | 0.6 | -2 | 6
CCSc1nnc(CNC(=O)c2ccccc2F)n1-c1ccccc1OC | 9 | -4 | -5 | -6 | -1 | 12 | -0.1 | -2 | 4
CCOC(=O)c1[nH]c(C)c(C(=O)Nc2ccc(C)c(F)c2)c1C | 7 | -19 | 2 | 1 | 21 | 26 | -0.6 | -4 | 17
c1ccc(-c2nnc(SCc3nnc(-c4cccs4)o3)o2)cc1 | 12 | -5 | -4 | 2 | 3 | -11 | -0.1 | -3 | 11
CN(CC(=O)NC1CCN(Cc2ccccc2)CC1)S(=O)(=O)c1ccc(Br)s1 | 21 | -23 | -4 | -1 | -11 | 11 | 0.5 | 0 | 13
C/C(=N\NS(=O)(=O)c1ccc(C)c([N+](=O)[O-])c1)c1cc2ccccc2o1 | 25 | 12 | -1 | 7 | 15 | 3 | -2.8 | -4 | 10
O=S(=O)(NC1CCCC1)c1ccccc1Br | 21 | -13 | -1 | 9 | 23 | 21 | 0.2 | 5 | 21
CC12CCC(=O)N1C(C(=O)Nc1cc(C(F)(F)F)ccc1N1CCOCC1)CS2 (stereo unspecified) | 9 | -41 | 0 | -1 | 17 | -4 | 2.1 | 6 | 15
Cc1cc(C)c2c(N)c(C(=O)N3CCCCCC3)sc2n1 | 25 | 28 | 4 | -5 | 18 | 12 | 0.7 | -4 | 24
Cc1ccc(-c2nnc(N3CCCCCC3)c3ccccc23)cc1 | 60* | -4 | 7 | 6 | 44* | 9 | 11 | -2 | 25
Cc1csc(NC(=O)Nc2ccccc2[N+](=O)[O-])n1 | 17 | 0 | 0 | -6 | 2 | -144 | 3.8 | -1 | 14
CC(C)OC(=O)c1c(NC(=O)CCC(=O)O)sc2c1CCCCC2 | 29 | -2 | -2 | -13 | 33 | 9 | 1.3 | 1 | 28
c1ccc(Oc2nc(NCc3ccco3)nc(NCc3ccco3)n2)cc1 | 1 | 1 | 0 | 4 | -4 | 11 | -1.7 | -6 | 19
Cc1nc2ccccn2c1C(=O)N/N=C/c1ccc([N+](=O)[O-])cc1 | 15 | -4 | -1 | x | 6 | 11 | 0.0 | 0 | 5
CCOC(=O)CCc1c(C)c2ccc(O)cc2oc1=O | 17 | 14 | 1 | -1 | -10 | 9 | -1.5 | 0 | 0
CC(C)CC(=O)Nc1nnc(SCC(=O)NCC2CCCO2)s1 (stereo unspecified) | 6 | -2 | -3 | -2 | 15 | -18 | 0.1 | 0 | 1
N#C/C(=C\c1ccc(/C=C(/C#N)c2nn(CCO)c(N)c2C#N)cc1)c1nn(CCO)c(N)c1C#N | -15 | 2 | -2 | 14 | -10 | -27 | -1.2 | -1 | -7
CCn1cc(CN2CCc3c([nH]c4ccccc34)C2c2ccc(F)c(OC)c2)c(C)n1 (stereo unspecified) | 24 | -24 | -3 | 3 | -3 | -6 | -0.6 | -3 | 4
COC(=O)CCCC1=CC2=C(c3ccccc3)C(=O)C(C)(OC(=O)C3CCCC3)C(=O)C2=CN1c1ccc(OC)cc1 (stereo unspecified) | 29 | -26 | -3 | 2 | 13 | 4 | 1.6 | 6 | 13
COc1ccc(NC(=S)N2CCCC2c2ccc(OC)c(OC)c2)cc1 (stereo unspecified) | 3 | 6 | -1 | -4 | 0 | 19 | -0.6 | -4 | 12
Cc1ccccc1CS(=O)(=O)c1cn(CC(=O)N2CCOCC2)c2ccccc12 | -1 | 1 | -3 | 3 | 10 | 14 | 0.4 | 3 | -3
COc1ccc(-c2cc(C(F)(F)F)nc(SCC(=O)Nc3cc(C)on3)n2)cc1 | 2 | -1 | -4 | 2 | -16 | 25 | 0.3 | -2 | -1
O=C(Cn1nc(-c2ccccc2)ccc1=O)NCCN1CCN(c2cccc(Cl)c2)CC1 | -1 | 10 | -2 | -3 | 20 | 4 | -0.7 | -3 | 10
CN(C)c1nc2n(c(=O)n1)CCO2 | -11 | -6 | -4 | 5 | -17 | -1 | 0.3 | -3 | -19
COc1ccc2c(ccc[n+]2CC(=O)c2ccc(C)cc2)c1 | -2 | -4 | -2 | -6 | 9 | -18 | 1.7 | -1 | 26

Printed as active in Mdm2-MdmX inh, of those listed so far:
canonical_smiles	APJ antag	UPR XBP1 act	CXCR6 block	Mdm2-MdmX inh	APJ ag	tim10-1 inh
Cc1cc(NC(=O)c2cc(-c3ccncc3)nc3c(C)cccc23)no1	-15	153*	1	61*	-5	27

Compound activity deposited in PubChem BioAssay by Sanford-Burnham Center for Chemical Genomics.
